KB-V1 cytotox – qHTS assay for MDR1-selective chemotherapeutics: Primary screen using the drug-selected MDR subline cells KB-V1; KB-V1 MDR cells viability, CellTiter-Glo, 72 h; Potency, µM (series often up to 46.1 µM), inactives show at the highest dose activity change, negative = cytotoxicity, hits mostly cytotoxic; hit rate 3.4% among 400,000; note: potency is the fitted concentration of half-maximal effect; % is set by controls: 0 for no effect and ±100 for the full control effect; nearly all actives have a fitted effect of over 60% in size
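qHTS viability screen in drug-selected KB-V1 MDR cells: 72 h compound treatment at 37 degrees C, ATP luminescence end point.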
HT1080NT lethal – qHTS for induction of synthetic lethality in tumor cells producing 2HG: qHTS for the HT-1080-NT fibrosarcoma cell line; HT-1080-NT fibrosarcoma viability, CellTiter-Glo ATP luminescence, 48 h; Potency, µM (doses to about 46.1 µM), for the others: top-dose activity, negative = less viability, most hits filed as cytotoxic; hit rate 1.6% among 360,000; AID 686970, 2013;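 note: NT is the 2HG producing partner of a matched IDH1 knockdown line; potency is the fitted concentration of half-maximal effect; 0% = DMSO-treated cells and -100% = media-only wells without cells; nearly all actives have a fitted effect of over 55% in size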
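Luminescent CellTiter-Glo readout after 48 hours of compound exposure at 37 degrees C defined viability of HT-1080-NT cells. Activity was normalized to DMSO wells and cell-free media wells; concentration-response curves were fitted and assigned curve classes.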
IL1B secr inh – qHTS for Inhibitors of Inflammasome Signaling: IL-1-beta AlphaLISA Primary Screen; THP-1 LPS/ATP IL-1B secretion, AlphaLISA, 16 h; stronger effect = lower value; activity change, % at 57.5 µM; hit rate 4.7% among 360,000; in the data active = activity change below about -50%; inconclusive = mostly about -30% to -49%; note: % is set by controls: 0 for no effect and ±100 for the full control effect
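THP-1 cells pretreated 1 hr with compounds (up to 57.5 uM final), then stimulated with LPS (250 ng/mL final) plus ATP (1.25 mM final); secreted IL-1B measured by AlphaLISA after 16 hr, decreased signal indicating inhibition.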
WRN inhibitor – qHTS for Inhibitors of WRN Helicase; WRN helicase unwinding, fluorescent forked duplex, kinetic; hit rate 0.46% among 360,000; Bifunctional 3'-5' exonuclease/ATP-dependent helicase WRN (Homo sapiens), Q14191; AID 651768, 2012; Potency, µM (top dose mostly 114 µM), without a hit: top-dose activity change, negative = inhibition, hits mostly inhibitors; note: potency is the fitted concentration of half-maximal effect; % is set by controls: 0 for no effect and ±100 for the full control effect; nearly all actives have a fitted effect of over 55% in size
Target sequence (Q14191 whole entry, looked up): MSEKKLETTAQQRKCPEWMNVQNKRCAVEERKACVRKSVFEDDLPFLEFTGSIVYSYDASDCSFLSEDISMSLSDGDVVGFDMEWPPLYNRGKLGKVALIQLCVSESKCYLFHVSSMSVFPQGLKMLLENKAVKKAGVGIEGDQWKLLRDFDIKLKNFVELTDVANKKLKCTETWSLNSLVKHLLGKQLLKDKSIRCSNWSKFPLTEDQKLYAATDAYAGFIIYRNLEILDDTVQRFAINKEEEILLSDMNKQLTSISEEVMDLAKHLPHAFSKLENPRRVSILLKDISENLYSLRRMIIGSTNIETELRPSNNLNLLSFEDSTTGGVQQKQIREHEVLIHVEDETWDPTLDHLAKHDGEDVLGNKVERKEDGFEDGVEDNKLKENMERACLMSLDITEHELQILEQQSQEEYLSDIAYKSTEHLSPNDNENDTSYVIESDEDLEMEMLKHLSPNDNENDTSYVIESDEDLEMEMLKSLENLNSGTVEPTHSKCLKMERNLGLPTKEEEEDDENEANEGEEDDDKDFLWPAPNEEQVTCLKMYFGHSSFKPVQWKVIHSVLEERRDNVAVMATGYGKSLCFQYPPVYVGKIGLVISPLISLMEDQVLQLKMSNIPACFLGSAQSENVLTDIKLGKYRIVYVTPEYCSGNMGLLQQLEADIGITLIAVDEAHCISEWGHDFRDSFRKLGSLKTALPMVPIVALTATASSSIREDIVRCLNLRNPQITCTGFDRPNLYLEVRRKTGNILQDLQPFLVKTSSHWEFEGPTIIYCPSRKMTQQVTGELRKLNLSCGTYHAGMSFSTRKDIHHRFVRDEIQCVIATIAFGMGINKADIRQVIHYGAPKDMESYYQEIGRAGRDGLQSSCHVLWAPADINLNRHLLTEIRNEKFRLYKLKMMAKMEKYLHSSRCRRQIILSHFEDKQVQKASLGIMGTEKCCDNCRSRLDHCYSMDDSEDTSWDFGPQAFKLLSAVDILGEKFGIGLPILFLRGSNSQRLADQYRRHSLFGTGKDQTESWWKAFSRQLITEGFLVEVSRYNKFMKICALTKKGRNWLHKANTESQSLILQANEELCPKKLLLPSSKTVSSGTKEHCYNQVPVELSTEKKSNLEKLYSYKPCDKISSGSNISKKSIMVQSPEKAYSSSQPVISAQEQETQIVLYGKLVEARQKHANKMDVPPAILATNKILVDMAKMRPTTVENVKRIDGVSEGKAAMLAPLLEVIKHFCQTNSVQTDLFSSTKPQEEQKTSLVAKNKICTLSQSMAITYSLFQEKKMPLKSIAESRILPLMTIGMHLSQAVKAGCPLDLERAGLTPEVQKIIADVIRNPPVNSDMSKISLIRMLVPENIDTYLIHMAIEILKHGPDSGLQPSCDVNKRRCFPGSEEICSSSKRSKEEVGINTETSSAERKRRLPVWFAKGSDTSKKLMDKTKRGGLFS
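WRN at 20 nM final preincubated with compound 15 min at room temperature; reaction started with 100 nM fluorophore/quencher forked duplex oligonucleotide and 2 mM ATP final. Unwinding followed kinetically by red fluorescence (ex 525, em 598 nm).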
ATXN2 expr inh – Primary qHTS for Inhibitors of ATXN expression | HEK-293 ATXN2-luciferase reporter, luminescence, 24 h | Potency, µM (series often up to 57 µM), for inactives: top-dose activity change, negative = inhibition, usual class: inhibitors | hit rate 0.72% among 360,000 | AID 1745845, 2022; note: potency is the fitted concentration of half-maximal effect; % is set by controls: 0 for no effect and ±100 for the full control effect; nearly all actives have a fitted effect of over 55% in size
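ATXN2-luciferase reporter cells (luciferase flanked by upstream and downstream ATXN2 gene portions) were treated 24 h at 37 °C with compounds at up to 57 uM. SteadyGlo luminescence gave expression; GF-AFC fluorescence gave viability.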
HT1080 IDH1KD tx – qHTS for induction of synthetic lethality in tumor cells producing 2HG: qHTS for the HT-1080-IDH1KD cell line | HT-1080 IDH1 knockdown viability, ATP luminescence, 48 h | AID 686971, 2013 | Potency, µM (top dose mostly 46.1 µM), inactives show at the top dose activity, negative = toxicity, usual class: cytotoxic | hit rate 2% among 360,000;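 note: potency is the fitted concentration of half-maximal effect; 0% = DMSO wells and -100% = cell-free medium wells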
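% activity derives from luminescence (CellTiter-Glo), normalised to DMSO and no-cell wells. HT-1080-IDH1KD cells, 750/well, had 48 h compound exposure at 37 °C.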
MCF10A rereplic – A quantitative high throughput screen for small molecules that induce DNA re-replication in MCF 10a normal breast cells; hit rate 2.9% among 350,000; AID 624296, 2012; MCF 10A DNA re-replication, Hoechst nuclear intensity, 48 h; Potency, µM (series often up to 46.1 µM), without a hit: top-dose activity, positive = re-replication, most hits filed as activators; note: potency is the fitted concentration of half-maximal effect; % of control where 0% means no effect; nearly all actives have a fitted effect of over 50% in size
KB-3-1 tox – qHTS assay for MDR1-selective chemotherapeutics: Primary screen using the parental adenocarcinoma cell KB-3-1. Potency, µM (top dose mostly 46.1 µM), without a hit: top-dose activity change, negative = cytotoxic, actives largely listed as cytotoxic. hit rate 1.4% among 400,000. KB-3-1 viability, CellTiter-Glo ATP luminescence, 72 h; note: potency is the fitted concentration of half-maximal effect; % is set by controls: 0 for no effect and ±100 for the full control effect; nearly all actives have a fitted effect of over 60% in size
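Parental KB-3-1 viability, qHTS format: 72 h compound exposure, 37 °C; CellTiter-Glo; media-only wells and DMSO plates as controls; concentration-effect fits on corrected data.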
SW480 rereplic – A quantitative high throughput screen for small molecules that induce DNA re-replication in SW480 colon adenocarcinoma cells. SW480 DNA re-replication, Hoechst DNA content imaging, 48 h. Potency, µM (top dose mostly 46.1 µM), for the others: top-dose re-replication activation, hits mostly activators. hit rate 1.8% among 340,000. AID 624297, 2012; note: potency is the fitted concentration of half-maximal effect; % of control where 0% means no effect; nearly all actives have a fitted effect of over 55% in size
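Cells (250 per well) received 23 nL compound or DMSO by pin tool and were kept 48 hr at 37 C, 5% CO2. Nuclei were then stained with Hoechst for 40 min and scanned for DNA content.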
An asterisk follows results filed as active; [ ] = another dose, or the depositor's remark. Unless noted, calls come from the whole dose curve; as a rule, active = well fitted curve in the direction sought with a large enough effect; inconclusive = small, poorly fitted or top-dose-only effect, or another doubt; inactive = no such curve, though single readings can be large; an effect the other way counts as inactive or inconclusive.

`C/C(CC(=O)NC1CCCC1)=N\NC(=O)c1ccc([N+](=O)[O-])c(Cl)c1` gave KB-V1 cytotox -1%, HT1080NT lethal 1%, IL1B secr inh 0, WRN inhibitor -26%, ATXN2 expr inh 0%, HT1080 IDH1KD tx 11%, MCF10A rereplic -1% and KB-3-1 tox 18%.
CC(=O)Nc1ccc(NC(=O)Nc2ccc3c(c2)N(C)C(=O)CS3)cc1 was read as KB-V1 cytotox 2%, HT1080NT lethal -18%, IL1B secr inh inconclusive, WRN inhibitor -2%[57.1 µM], ATXN2 expr inh 4%[11.3 µM], HT1080 IDH1KD tx -27%, MCF10A rereplic 1%, KB-3-1 tox -6% and SW480 rereplic -9%.
For COc1ccc2nc(C)cc(SCC(=O)N/N=C/c3ccc(O)c(O)c3)c2c1 the results were KB-V1 cytotox 12%, HT1080NT lethal -7%, IL1B secr inh inconclusive, WRN inhibitor 14µM*, ATXN2 expr inh 23%, HT1080 IDH1KD tx -16%, MCF10A rereplic 14%, KB-3-1 tox -22% and SW480 rereplic inconclusive.
`COc1cccc(N2C(=O)CC(N3CCN(c4ccc([N+](=O)[O-])cc4)CC3)C2=O)c1` (centres undefined) gave KB-V1 cytotox inconclusive, HT1080NT lethal 4%, IL1B secr inh 19, WRN inhibitor -7%, ATXN2 expr inh -30%, HT1080 IDH1KD tx 5%, MCF10A rereplic 5%, KB-3-1 tox -29% and SW480 rereplic 12%.
O=C(Nc1ccc(N2CCN(C(=O)c3ccco3)CC2)cc1)C(c1ccccc1)c1ccccc1 was read as KB-V1 cytotox inconclusive, HT1080NT lethal -1%, IL1B secr inh 10, WRN inhibitor 0%, ATXN2 expr inh 11%, HT1080 IDH1KD tx -5%, MCF10A rereplic 9%, KB-3-1 tox -1% and SW480 rereplic -9%.
CN1/C(=C\C(=O)Nc2cccnc2)c2ccccc2CC1(C)C was read as KB-V1 cytotox -7%, HT1080NT lethal 1%, IL1B secr inh 6, WRN inhibitor 4%, ATXN2 expr inh 3%, HT1080 IDH1KD tx 10%, MCF10A rereplic 9%, KB-3-1 tox -2% and SW480 rereplic inconclusive.
COc1ccc(-n2ncc3c(N4CCC(C(N)=O)CC4)ncnc32)cc1 was read as KB-V1 cytotox 4%, HT1080NT lethal -1%, IL1B secr inh 12, WRN inhibitor 9%, ATXN2 expr inh 25%, HT1080 IDH1KD tx 5%, MCF10A rereplic -4%, KB-3-1 tox 20% and SW480 rereplic -6%.
`O=C(NCCN1CCOCC1)c1cn(CCc2ccccc2)nn1` gave KB-V1 cytotox 17%, HT1080NT lethal 9%, IL1B secr inh 3, WRN inhibitor 2%, ATXN2 expr inh 3%, HT1080 IDH1KD tx 2%, MCF10A rereplic -1%, KB-3-1 tox 11% and SW480 rereplic 2%.
O=C(N[C@@H]1C/C=C\C[C@@H](CC(=O)N(CCO)Cc2ccccc2)C(=O)NC[C@H](c2ccccc2)OC1=O)OCC1c2ccccc2-c2ccccc21 was read as KB-V1 cytotox inconclusive, HT1080NT lethal inconclusive, IL1B secr inh -6, WRN inhibitor -7%, ATXN2 expr inh inconclusive, HT1080 IDH1KD tx -21%, MCF10A rereplic inconclusive, KB-3-1 tox inconclusive and SW480 rereplic inconclusive.
CC(C)COCc1ccc(O)c2ncccc12 was read as KB-V1 cytotox inconclusive, HT1080NT lethal 21µM*, IL1B secr inh 127, WRN inhibitor 5%, ATXN2 expr inh inconclusive, HT1080 IDH1KD tx 10µM*, MCF10A rereplic 30%, KB-3-1 tox inconclusive and SW480 rereplic inconclusive.
CC(C)c1c(Cl)c(O)c(-c2ccccc2)c(=O)n1-c1ccc(F)cc1 was read as KB-V1 cytotox -8%, HT1080NT lethal -7%, IL1B secr inh 37, WRN inhibitor inconclusive, ATXN2 expr inh 3%, HT1080 IDH1KD tx -1%, MCF10A rereplic 8%, KB-3-1 tox -4% and SW480 rereplic -300%[inhibitor].
Screening O=C(O)c1c2c(nc3ccc(F)cc13)CCC2 returned KB-V1 cytotox 0%, HT1080NT lethal 10%, IL1B secr inh 16, WRN inhibitor -2%, ATXN2 expr inh 1%, HT1080 IDH1KD tx 0%, MCF10A rereplic -24%, KB-3-1 tox 7% and SW480 rereplic -6%.
`CC(S(=O)(=O)c1ccccc1)S(=O)(=O)c1ccccc1` gave KB-V1 cytotox 11%, HT1080NT lethal 0%, IL1B secr inh -9, WRN inhibitor -3%, HT1080 IDH1KD tx 4% and KB-3-1 tox -9%.
Screening COc1ccc(C(=O)Cn2cnc3ccccc3c2=O)c(OC)c1 returned KB-V1 cytotox -4%, HT1080NT lethal 11%, IL1B secr inh -18, WRN inhibitor 6%, ATXN2 expr inh 55%[activator], HT1080 IDH1KD tx 8%, MCF10A rereplic 7%, KB-3-1 tox 20% and SW480 rereplic 2%.
`O=[N+]([O-])c1ccccc1S(=O)(=O)n1cnc2ccccc21` gave KB-V1 cytotox inconclusive, HT1080NT lethal 2%, IL1B secr inh -4, WRN inhibitor -4%, ATXN2 expr inh -9%, HT1080 IDH1KD tx 2%, MCF10A rereplic 1%, KB-3-1 tox 4% and SW480 rereplic -9%.
For CCC(C(=O)OCC(=O)c1ccc2c(c1)NC(=O)CO2)c1ccccc1 (centres undefined) the results were KB-V1 cytotox 4%, HT1080NT lethal -21%, IL1B secr inh -18, WRN inhibitor -11%, ATXN2 expr inh -15%, HT1080 IDH1KD tx -22%, MCF10A rereplic 26%, KB-3-1 tox 2% and SW480 rereplic -8%.
Screening Cc1ccc(CCNC(=O)C2CC(c3cc(C(F)(F)F)cc(C(F)(F)F)c3)=NO2)cc1 (centres undefined) returned KB-V1 cytotox inconclusive, HT1080NT lethal 15%, IL1B secr inh 0, WRN inhibitor -5%, ATXN2 expr inh -4%, HT1080 IDH1KD tx 18%, MCF10A rereplic 8%, KB-3-1 tox 10% and SW480 rereplic 2%.
Clc1cccc(-c2nc3ccc(Cl)cn3c2Cc2ccsc2)c1 was read as KB-V1 cytotox 13%, HT1080NT lethal -14%, IL1B secr inh 103, WRN inhibitor -11%, ATXN2 expr inh 46%[activator], HT1080 IDH1KD tx -10% and KB-3-1 tox 0%.
`CS(=O)(=O)N(CC(=O)N/N=C/c1ccccc1C(=O)O)c1cccc(Cl)c1Cl` gave KB-V1 cytotox 1%, HT1080NT lethal 2%, IL1B secr inh 18, WRN inhibitor 6%, ATXN2 expr inh 5%, HT1080 IDH1KD tx -9%, MCF10A rereplic 1%, KB-3-1 tox 4% and SW480 rereplic 5%.
`O=C(NNC(=O)c1csc(N2CCOCC2)n1)c1ccc(Cl)nc1` gave KB-V1 cytotox 4%, HT1080NT lethal 3%, IL1B secr inh -6, WRN inhibitor -8%, ATXN2 expr inh 2%, HT1080 IDH1KD tx 10%, MCF10A rereplic 1%, KB-3-1 tox 3% and SW480 rereplic -7%.
CN(C)c1nc(N)ncc1-c1ccc(Oc2ccccc2)cc1 was read as KB-V1 cytotox 8%, HT1080NT lethal -1%, IL1B secr inh 12, WRN inhibitor -7%, ATXN2 expr inh -6%, HT1080 IDH1KD tx -2%, MCF10A rereplic 6%, KB-3-1 tox -2% and SW480 rereplic -4%.
Screening c1ccc(Oc2ncnc3ccccc23)cc1 returned KB-V1 cytotox 16%, HT1080NT lethal 1%, IL1B secr inh -27, WRN inhibitor 0%, ATXN2 expr inh 77%[activator], HT1080 IDH1KD tx 1%, MCF10A rereplic 7%, KB-3-1 tox 12% and SW480 rereplic 13%.
Screening Cc1c(CNC(=O)c2cnn3c2NC(c2ccccc2)CC3C(F)(F)F)cnn1C (centres undefined) returned KB-V1 cytotox -24%, HT1080NT lethal -1%, IL1B secr inh -10, WRN inhibitor -6%, ATXN2 expr inh 7%, HT1080 IDH1KD tx 0%, MCF10A rereplic -5%, KB-3-1 tox 10% and SW480 rereplic -3%.
O=C(O)c1cccc(Cn2cc(Br)cn2)c1 was read as KB-V1 cytotox 7%, HT1080NT lethal 0%, IL1B secr inh -5, WRN inhibitor -2%, ATXN2 expr inh 3%, HT1080 IDH1KD tx 17%, MCF10A rereplic 1%, KB-3-1 tox -4% and SW480 rereplic 11%.
For CCOc1ccccc1N1CC(C(=O)N(Cc2nnc(-c3ccccc3Cl)o2)C2CC2)CC1=O (centres undefined) the results were KB-V1 cytotox inconclusive, HT1080NT lethal 3%, IL1B secr inh -13, WRN inhibitor -1%, ATXN2 expr inh 11%, HT1080 IDH1KD tx 4%, MCF10A rereplic -2%, KB-3-1 tox -3% and SW480 rereplic -11%.
For O=C(O)C1CC1C(=O)Nc1cc(F)ccc1F (centres undefined) the results were KB-V1 cytotox 3%, HT1080NT lethal 1%, IL1B secr inh 26, WRN inhibitor 2%, ATXN2 expr inh -2%, HT1080 IDH1KD tx 11%, MCF10A rereplic -4%, KB-3-1 tox -10% and SW480 rereplic 0%.
For CCCCN1C[C@H](Cc2ccccc2)[C@@H](CC(=O)Nc2ccc(OC)cc2)C1=O the results were KB-V1 cytotox -25%, HT1080NT lethal 15%, IL1B secr inh -22, WRN inhibitor -4%, ATXN2 expr inh 5%, HT1080 IDH1KD tx 9% and KB-3-1 tox 8%.
